# ELG1 genotox: genotoxicity induction in ELG1-luciferase HEK293T cells. Potency, µM (titrated, usually from 46 µM), for the others: top-dose activity change, positive = activation, actives largely listed as activators. HEK293T ELG1-luciferase reporter, luminescence, 16 h. 330,000 compounds, 1.3% hits; note: potency is the fitted concentration of half-maximal effect; % of control where 0% means no effect; nearly all actives have a fitted effect of over 60% in size
#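 Genotoxicity was scored as increased ELG1-luciferase reporter signal, measured by ONE-Glo luminescence (30 min, room temperature). Compound or vehicle exposure of the HEK293T reporter cells lasted 16 hr at 37°C.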
# BRCA1 expr act: increases BRCA1 expression; Potency, µM (doses to about 46.1 µM), for the others: at the top dose activation, usual class: activators; MCF7-BRCA1-FFLuc reporter, luminescence, 48 h; response scale: scaled: vehicle 0%, 10 µM genistein 100%; 380,000 compounds, 1.1% hits; note: potency is the fitted concentration of half-maximal effect; nearly all actives have a fitted effect of over 80% in size; some results filed as inactive show a strong effect at the top dose
#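 First, MCF7-BRCA1-FFLuc cells (2000/well) attach for 2 h; next, compounds are pin-added and incubated 48 h at 37 °C; finally, luciferase reagent is added and luminescence read after 15 min.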
# p53 reactivation: mutant p53 re-activation in reporter cells. H1299 p53-A138V BP100-luciferase reporter, luminescence, 24 h. 320,000 compounds, 0.063% hits. Potency, µM (titrated, usually from 92.2 µM), for the others: at the highest dose activity change, positive = activation, hits mostly activators; note: potency is the fitted concentration of half-maximal effect; % of control where 0% means no effect; nearly all actives have a fitted effect of over 45% in size
#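 H1299 (p53-null), stable ts p53-A138V + BP100-Luc; 1000 cells/well, Opti-MEM/10% FBS; cpd 4 pt, 1:5; 24 h, 37 deg C, 5% CO2; detection reagent 10 min RT; luminescence.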
# ELG1 repair inh: ELG1-dependent DNA repair inhibition; HEK293T ELG1-luciferase reporter, luminescence, 16 h; DNA damage induced by 5-fluorouridine; 330,000 compounds, 2.3% hits; Potency, µM (top dose mostly 46.1 µM), without a hit: at the highest dose activity change, negative = inhibition, actives largely listed as inhibitors; note: potency is the fitted concentration of half-maximal effect; % is set by controls: 0 for no effect and ±100 for the full control effect; nearly all actives have a fitted effect of over 55% in size
#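 Quantitative HTS, concentration-response format. 2,000 cells/well co-treated with 5-fluorouridine and compound, 16 hr in 5% CO2 at 37 °C; ONE-Glo luminescence read after 30 min.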
# Rab9 promoter act: activators of Rab9 promoter | Huh7 Rab9 promoter-luciferase reporter, luminescence, 24 h | 320,000 compounds, 2.8% hits | Potency, µM (doses to about 9.22 µM), for the others: at the highest dose activation, negative = inhibition, actives largely listed as activators | AID 485297; note: potency is the fitted concentration of half-maximal effect; % of control where 0% means no effect; nearly all actives have a fitted effect of over 60% in size
#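 Promoter activation is measured as luciferase luminescence in Huh7 cells stably transfected with a Rab9 promoter–luciferase construct, following 24 h compound exposure at 37 °C and 10 min reagent incubation at ambient temperature.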
# RORg inh: blocks mouse ROR gamma transcriptional activity. 310,000 compounds, 5.4% hits. Potency, µM (highest dose often 53.6 µM), without a hit: top-dose activity change, negative = inhibition, most hits filed as inhibitors. AID 2551. Drosophila S2 Gal4-RORgamma UAS-luciferase reporter, 20 h. P51450; note: potency is the fitted concentration of half-maximal effect; % is set by controls: 0 for no effect and ±100 for the full control effect; nearly all actives have a fitted effect of over 60% in size
#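 Luciferase reporter read in Schneider cells carrying Gal4-RORγ (mouse) and UAS-Photinus luciferase; cells given compound 1 h before 700 uM copper sulfate induction, then incubated 20 h at ambient temperature.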
# Tb PFK block: inhibitors of T. brucei phosphofructokinase. T. brucei PFK, ADP-Glo luminescence. Potency, µM (doses to about 57.5 µM), for the others: top-dose activity, negative = inhibition, actives largely listed as inhibitors. 330,000 compounds, 0.17% hits;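 note: potency is the fitted concentration of half-maximal effect; 0% = uninhibited 1x PFK enzyme wells and -100% = no-enzyme wells; nearly all actives have a fitted effect of over 60% in size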
# Target sequence (O15648 whole entry, looked up): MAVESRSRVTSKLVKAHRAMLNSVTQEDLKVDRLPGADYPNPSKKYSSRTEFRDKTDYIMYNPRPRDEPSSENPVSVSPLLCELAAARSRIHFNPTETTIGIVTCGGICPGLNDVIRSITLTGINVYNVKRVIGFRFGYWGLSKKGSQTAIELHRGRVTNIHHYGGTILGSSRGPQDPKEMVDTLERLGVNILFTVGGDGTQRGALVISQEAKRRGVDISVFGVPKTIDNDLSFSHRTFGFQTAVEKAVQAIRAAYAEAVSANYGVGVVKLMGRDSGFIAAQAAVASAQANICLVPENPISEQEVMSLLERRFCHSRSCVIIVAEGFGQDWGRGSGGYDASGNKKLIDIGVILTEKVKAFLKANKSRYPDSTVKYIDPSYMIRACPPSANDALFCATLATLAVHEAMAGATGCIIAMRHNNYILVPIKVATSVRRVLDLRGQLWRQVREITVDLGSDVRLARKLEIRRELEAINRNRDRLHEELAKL
#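 ADP-Glo luminescence quantified ADP after 45 min at room temperature, with 1.25 nM T. brucei PFK, 0.1 mM ATP and 0.5 mM fructose-6-phosphate in pH 8.0 TEA buffer. qHTS titrations up to 57 µM; curves classified by quality.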
# FLuc counter: firefly luciferase modulation, counter-screen for miR-21 project; P08659; purified FLuc, Km substrates, luminescence inhibition; Potency, µM (doses to about 57.5 µM), for the others: at the highest dose activity change, negative = inhibition, actives largely listed as inhibitors; 360,000 compounds, 6.9% hits; AID 588342;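 note: potency is the fitted concentration of half-maximal effect; plate controls were vehicle for no effect and reference inhibitor for full effect; nearly all actives have a fitted effect of over 55% in size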
# Target sequence (P08659 whole entry, looked up): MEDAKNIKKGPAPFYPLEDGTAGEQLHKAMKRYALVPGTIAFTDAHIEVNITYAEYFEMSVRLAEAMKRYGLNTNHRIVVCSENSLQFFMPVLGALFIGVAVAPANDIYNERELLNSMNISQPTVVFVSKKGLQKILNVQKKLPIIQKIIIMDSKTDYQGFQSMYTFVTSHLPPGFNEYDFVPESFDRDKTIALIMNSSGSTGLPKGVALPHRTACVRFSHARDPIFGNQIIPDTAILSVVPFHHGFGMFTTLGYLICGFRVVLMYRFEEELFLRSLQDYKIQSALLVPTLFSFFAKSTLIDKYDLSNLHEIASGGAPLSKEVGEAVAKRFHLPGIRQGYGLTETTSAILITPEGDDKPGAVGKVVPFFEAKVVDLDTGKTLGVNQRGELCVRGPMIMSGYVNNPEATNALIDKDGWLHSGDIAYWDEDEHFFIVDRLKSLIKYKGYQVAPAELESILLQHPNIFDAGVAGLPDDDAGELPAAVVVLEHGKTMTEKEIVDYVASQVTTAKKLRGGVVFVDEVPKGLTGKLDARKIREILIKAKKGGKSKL
#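 Biochemical qHTS of compounds, final roughly 60 µM downward over six points, against 10 nM purified firefly luciferase using Km concentrations of substrates (10 uM D-luciferin, 10 uM ATP) in Tris acetate pH 7.5 buffer; luminescence output.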
# NPC1 promoter act: activates the NPC1 promoter. Huh7 NPC1 promoter luciferase reporter, 24 h. Potency, µM (series often up to 9.22 µM), inactives show at the top dose activation, usual class: activators. 320,000 compounds, 2.4% hits. AID 485313;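 note: potency is the fitted concentration of half-maximal effect; % of control where 0% means no effect; nearly all actives have a fitted effect of over 60% in size; reporter is driven by a mutant NPC1 promoter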
#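 Huh7 cells stably carrying NPC1 promoter–luciferase, plated in Opti-MEM with 10% FBS for 2 h, were exposed to compound in DMSO for 24 h at 37 °C; luciferase reagent was added for 10 min and luminescence read.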
# VP16 counter: Gal4-VP16 reporter inhibition counter-screen; Drosophila S2 Gal4-VP16 UAS-luciferase, luminescence, 20 h; 310,000 compounds, 3.5% hits; Potency, µM (top dose mostly 53.6 µM), without a hit: at the top dose activity, negative = inhibition, most hits filed as inhibitors;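 note: Gal4-VP16 expression switched on by copper sulfate through the metallothionein promoter; potency is the fitted concentration of half-maximal effect; % is set by controls: 0 for no effect and ±100 for the full control effect; nearly all actives have a fitted effect of over 50% in size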
# TRPV1 agonist: agonists of human vanilloid receptor 1 (TRPV1) | AID 540275 | activation, % at 8.33 µM | TRPV1-expressing cells, Fluo-8 calcium influx, agonist mode | Q8NER1 | 320,000 compounds, 0.19% hits; in the data active = activation above about 80%; inconclusive = between about 30% and that limit; note: 0% is about no effect
#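 Cells expressing TRPV1 were dye-loaded with Fluo-8 and read kinetically: 10 s baseline, 3 min after compound (agonist portion), then 2 min after EC20 capsaicin (allosteric enhancer portion). Calcium-bound dye fluorescence at 480/520 nm.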
# * hit, by the source's call; ? = inconclusive; . = no result given; [ ] = dose if it differs, or a comment. Unless noted, calls come from the whole dose curve; as a rule, active = well fitted curve in the direction sought with a large enough effect; inconclusive = small, poorly fitted or top-dose-only effect, or another doubt; inactive = no such curve, though single readings can be large; an effect the other way counts as inactive or inconclusive.
1. Cc1ccc(NC(=S)NC(CO)C(O)c2ccc([N+](=O)[O-])cc2)cc1 (centres undefined)
2. COc1ccccc1CCC(=O)Nc1ccc2c(c1)CN(Cc1ccc(C)o1)CC2
3. Cc1ccc(S(=O)(=O)N2CCN(C(=O)CSc3n[nH]c(N)n3)CC2)c(C)c1
4. Cc1ccc(N2CC(C(=O)Nc3cc(C)ccc3F)CC2=O)cc1 (centres undefined)
5. O=C(CN1CCN(c2ccccc2)CC1)Nc1ccc(Oc2ccccc2)cc1
6. CCCOC(=O)CSc1nc(N)c(C#N)c(CC)c1C#N
7. Cc1ccc([N+](=O)[O-])cc1NC(=O)c1cccs1
8. Cc1cccc(NC(=O)CSc2nc(N)c(NC(=O)c3cccs3)c(=O)[nH]2)c1
screen / no.	1	2	3	4	5	6	7	8
ELG1 genotox	-1%	-8%	0%	0%	-4%	9%	-4%	3%
BRCA1 expr act	-4%	0%	-1%	4%	-21%	0%	-14%	28%
p53 reactivation	1%	-7%	7%	-6%	3%	0%	1%	3%
ELG1 repair inh	4%	-20%	?	7%	-1%	13%	-2%	1%
Rab9 promoter act	-1%	-3%	1%	2%	-1%	-1%	-2%	-4%
RORg inh	-12%	-9%	.	0%	24%	-34%	-22%	-10%
Tb PFK block	-4%	-4%	-4%	-10%	-4%	1%	-20%	8%
FLuc counter	2%	-12%	0%	5%	-1%	-3%	0%	?
NPC1 promoter act	-6%	2%	-4%	2%	1%	-1%	-2%	-2%
VP16 counter	-5%	7%	.	-5%	15%	-3%[0.365 µM]	6%	-4%
TRPV1 agonist	-4	4	-1	?	18	-5	0	-3

# 3 entries from above in a different format:
no. | SMILES | ELG1 genotox | BRCA1 expr act | p53 reactivation | ELG1 repair inh | Rab9 promoter act | RORg inh | Tb PFK block | FLuc counter | NPC1 promoter act | VP16 counter | TRPV1 agonist
6 | CCCOC(=O)CSc1nc(N)c(C#N)c(CC)c1C#N | 9% | 0% | 0% | 13% | -1% | -34% | 1% | -3% | -1% | -3%[0.365 µM] | -5
3 | Cc1ccc(S(=O)(=O)N2CCN(C(=O)CSc3n[nH]c(N)n3)CC2)c(C)c1 | 0% | -1% | 7% | ? | 1% | . | -4% | 0% | -4% | . | -1
5 | O=C(CN1CCN(c2ccccc2)CC1)Nc1ccc(Oc2ccccc2)cc1 | -4% | -21% | 3% | -1% | -1% | 24% | -4% | -1% | 1% | 15% | 18

# Next section.
9. Cc1ccc2nc(/C(C#N)=C\c3ccc([N+](=O)[O-])o3)[nH]c2c1
10. COC(=O)c1ccc(COC(=O)C(CCSC)NC(=O)COc2ccccc2)cc1 (centres undefined)
11. CC(=O)C1C(=O)c2c(cccc2[N+](=O)[O-])C1=Nc1cccc(Cl)c1 (centres undefined)
12. CC(C)(C)c1ccc(C(=O)NC(=S)Nc2sc3c(c2C#N)CCC3)cc1
13. CCOc1c(S(=O)(=O)N2CCCC2)ccc(Cl)c1Cl
14. O=C(c1ccccc1Cc1ccccc1)N1CCN(S(=O)(=O)c2ccc(F)cc2)CC1
15. CN(Cc1ccon1)C(=O)CC1C(=O)NCCN1Cc1ccc(Cl)c(F)c1 (centres undefined)
16. COc1cc(/C=N/NC(=O)CCc2c(C)n[nH]c2C)ccc1O
screen / no.	9	10	11	12	13	14	15	16
ELG1 genotox	1%	-6%	6%	-1%	8%	1%	11%	-3%
BRCA1 expr act	-41%	-15%	27%	-72%	-25%	-29%	-2%	-2%
p53 reactivation	0%	12%	12%	4%	-16%	5%	-3%	-2%
ELG1 repair inh	-17%	11%	0%	12%	15%	5%	-4%	3%
Rab9 promoter act	-28%	0%	3%	-1%	-2%	-3%	4%	3%
RORg inh	5.6µM*	2%	-2%	1%	-23%	.	-1%	28%
Tb PFK block	0%	-2%	-8%	-14%	-7%	0%	-7%	0%
FLuc counter	-15%	0%	?	4%	7%	4%	0%	-2%
NPC1 promoter act	-36%[inhibitor]	-5%	21%	-2%	9%	0%	-1%	0%
VP16 counter	3.2µM*	5%	-5%	-7%	?	.	-3%	4%
TRPV1 agonist	12	6	-3	-4	21	7	4	0

17. CC1CCc2c(cnc3ncnn23)C1 (centres undefined)
18. O=C1CCc2cc(S(=O)(=O)NCCc3ccc(Cl)cc3)cc3c2N1CC3
19. CCOC(=O)c1cnc(SCc2cccc(C)c2)nc1N
20. O=C(O)CC(NCc1ccco1)C(=O)OCC1CCCO1 (centres undefined)
21. COc1cc(OC)cc(C(=O)N(Cc2nc(-c3cccc(C)c3)no2)C(C)C)c1
22. O=C(CCc1ccc(O)cc1)N/N=C/c1coc2ccccc2c1=O
23. O=C1NC(=Nc2ccccc2Cl)S/C1=C\c1ccc(C(=O)O)cc1
24. O=C(/C=C/c1ccccc1)Nc1cc(C(=O)O)cc(C(=O)O)c1
screen / no.	17	18	19	20	21	22	23	24
ELG1 genotox	4%	8%	16µM*	-1%	0%	-4%	2%	1%
BRCA1 expr act	6%	-16%	10µM*	-11%	-4%	2%	17%	12%
p53 reactivation	0%	-5%	20%	21%	-7%	-2%	5%	-3%
ELG1 repair inh	4%	12%	?	-1%	?	?	2%	5%
Rab9 promoter act	-5%	12%	30%	0%	0%	1%	11%	0%
RORg inh	14%	.	?	37%	28%[0.365 µM]	16%	12%	2%
Tb PFK block	5%	-1%	-1%	-1%	-9%	?	2%	7%
FLuc counter	-2%	-1%	?	2%	4%	-16%	?	-19%
NPC1 promoter act	-4%	-5%	29%	0%	-5%	-6%	2%	1%
VP16 counter	-2%	.	15%	-7%	.	-17%	22%	-10%
TRPV1 agonist	1	-3	-4	-3	20	-5	-1	-2

25. COc1ccc(N(C(=O)c2ccccc2)S(=O)(=O)c2cccs2)cc1
26. O=C(Cn1cnc(S(=O)(=O)N2CCOCC2)c1)Nc1ccc(OC(F)(F)F)cc1
27. CNCc1ccccc1OCC(=O)Nc1ccccc1OC
28. COc1ccc(/C=C2\SC(=S)N(CCCC(=O)Nc3ccc(O)cc3)C2=O)cc1
29. CC1CCCCC1NC(=O)CCNS(=O)(=O)c1ccc2c(c1)CCC(=O)N2 (centres undefined)
30. COc1ccc(C(C)=O)cc1CC(=O)N(Cc1ccccc1)c1ccccc1
31. Cc1ccc(-c2cc(C(=O)N3CCCCCC3)no2)cc1
32. CCC(C)CN1CCC(CO)(Cc2ccccc2Cl)CC1 (centres undefined)
screen / no.	25	26	27	28	29	30	31	32
ELG1 genotox	-15%	1%	7%	-1%	4%	-13%	?	-7%
BRCA1 expr act	-37%	6%	-51%	-78%	-5%	-15%	?	6%
p53 reactivation	4%	4%	8%	2%	0%	-6%	?	9%
ELG1 repair inh	?	2%	?	?	13%	-27%	?	8%
Rab9 promoter act	-6%	-8%	-5%	-17%	4%	-4%	0.56µM*	-7%
RORg inh	-28%	-3%	24%	1.4µM*	3%	?	-38%	6%
Tb PFK block	1%	0%	-5%	-4%	-3%	0%	6%	2%
FLuc counter	0%	1%	-18%	?	-4%	0%	1.5µM*	0%
NPC1 promoter act	-12%	-1%	3%	-10%	-3%	-3%	0.5µM*	-1%
VP16 counter	-15%[10 µM]	-6%	0%	1µM*	-4%	-11%	?	-6%
TRPV1 agonist	2	-1	3	17	-1	-1	?	0

# Down the list, from the results shown:
# Entries 25 to 32 in ELG1 repair inh read ?, 2%, ?, ?, 13%, -27%, ?, 8%
# Entries 25 to 32 in BRCA1 expr act read -37%, 6%, -51%, -78%, -5%, -15%, ?, 6%

# Next part
33. O=C(CSc1ccc(F)cc1)Nc1ccc2c(c1)C(=O)NC2=O
34. COc1ccc(N(CCCN2C(=O)c3cccc4cccc(c34)C2=O)C(=O)c2cccc(OC)c2)cc1
35. Cc1ccsc1C(=O)OCC(=O)N1CC(C)CC(C)C1 (centres undefined)
36. CC(=O)OCc1nc2sc(C)c(C)c2c(=O)[nH]1
37. CC(C)CC1c2[nH]c3ccccc3c2CCN1C(=O)c1cnccn1 (centres undefined)
screen / no.	33	34	35	36	37
ELG1 genotox	-2%	-4%	5%	1%	?
BRCA1 expr act	10%	-64%	34%	-6%	103%
p53 reactivation	2%	-4%	13%	5%	6%
ELG1 repair inh	14%	18µM*	18%	12%	?
Rab9 promoter act	-2%	-9%	.	-7%	3.5µM*
RORg inh	0%	-3%	.	-5%	14%
Tb PFK block	?	-4%	1%	-1%	-4%
FLuc counter	-13%	-2%	.	-2%	11µM*
NPC1 promoter act	1%	-1%	.	-4%	3.5µM*
VP16 counter	-12%	3%	.	-1%	-12%
TRPV1 agonist	-1	0	.	1	3
